RXFP1 antagonist – blocks the human relaxin receptor RXFP1. activity change, negative = inhibition, % at 57.5 µM. AID 1259400. HEK293-RXFP1, relaxin-stimulated cAMP HTRF, 30 min; hits give low values. 350,000 compounds, 0.59% hits;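 active = activity change of -60% or lower, but not beyond a set lower limit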; also: % is scaled to controls: 0 for no effect and ±100 for the full control effect
Target sequence (Q9HBX9 whole entry, looked up): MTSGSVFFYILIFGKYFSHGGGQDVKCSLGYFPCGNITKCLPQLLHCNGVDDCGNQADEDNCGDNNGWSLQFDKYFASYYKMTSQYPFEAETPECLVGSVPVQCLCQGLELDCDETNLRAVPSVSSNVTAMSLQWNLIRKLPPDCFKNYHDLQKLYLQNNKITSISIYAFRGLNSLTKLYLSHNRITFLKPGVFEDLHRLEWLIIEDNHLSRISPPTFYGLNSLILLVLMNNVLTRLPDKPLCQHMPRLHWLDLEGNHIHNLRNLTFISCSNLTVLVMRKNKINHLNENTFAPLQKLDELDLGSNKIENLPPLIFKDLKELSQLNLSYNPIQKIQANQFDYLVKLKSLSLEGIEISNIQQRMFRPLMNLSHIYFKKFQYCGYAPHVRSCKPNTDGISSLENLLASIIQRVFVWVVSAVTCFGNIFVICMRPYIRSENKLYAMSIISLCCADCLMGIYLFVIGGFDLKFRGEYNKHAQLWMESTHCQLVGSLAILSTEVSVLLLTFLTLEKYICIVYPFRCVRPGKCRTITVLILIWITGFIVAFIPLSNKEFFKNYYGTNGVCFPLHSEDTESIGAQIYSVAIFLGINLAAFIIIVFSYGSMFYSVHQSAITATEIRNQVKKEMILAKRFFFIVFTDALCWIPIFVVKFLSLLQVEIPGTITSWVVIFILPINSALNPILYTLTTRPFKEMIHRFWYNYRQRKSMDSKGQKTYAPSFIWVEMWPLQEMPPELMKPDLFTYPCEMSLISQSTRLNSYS
TRHR PAM – allosteric enhancers of human TRH receptor; P34981; 360,000 compounds, 0.66% hits; enhancement, % at 2 µM; TRHR cells, fluo-8 calcium fluorescence, EC20 TRH enhancement; in the data active = enhancement above about 30%; also: 0% is about no effect
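TRHR-expressing cells loaded with fluo-8 calcium dye were read kinetically (ex 480/em 530) during compound addition, then stimulated with an EC20 of TRH (10 nM final). Enhancement of the Gq-mediated intracellular calcium response was scored.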
D2 antag – D2 dopamine receptor (human) antagonism; P14416; 340,000 compounds, 2% hits; inhibition, % at 10 µM; HEK293 TREx D2 cells, calcium flux, dopamine EC80; in the data active = inhibition above about 30%; also: 0% is about no effect
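In this primary screen, negative modulation is detected by tracking calcium flux after an EC80 dopamine challenge in inducible HEK293 T-REx D2 cells preexposed to test compound for 180 s.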
D1 agonist – agonists of human D1 dopamine receptor; HEK293 T-REx D1 cells, calcium flux, agonist mode; activation, % at 2 µM; 360,000 compounds, 1% hits; also: 0% is about no effect
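Inducible HEK293 T-REx D1 cells, force-coupled to calcium signalling, were plated at 4000 cells/well with tetracycline and held overnight at 30 C. After no-wash calcium dye loading, compound-evoked calcium rise over 180 s flagged agonists.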
TRHR ag – activates the human TRH receptor; P34981; TRHR cells, calcium flux fluo-8, FDSS agonist mode; activation, % at 2 µM; 360,000 compounds, 0.18% hits; also: 0% is about no effect
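Fluo-8-loaded TRHR cells; 10 s baseline, compound added, kinetic Ca2+ fluorescence read 1/s, agonist mode.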
D1 antag – antagonists of human D1 dopamine receptor. AID 504652. P21728. activity change, negative = inhibition, % at 10 µM. 360,000 compounds, 3.2% hits. HEK293 TREx D1 cells, calcium flux, dopamine EC80; hits give low values; in the data active = activity change below about -30%; also: % is scaled to controls: 0 for no effect and ±100 for the full control effect
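HEK293 T-REx cells expressing inducible, force-coupled D1 receptor; no-wash Ca dye, 30–90 min RT. Cmpd → 180 s read at 1 Hz → EC80 DA → 180 s read.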
D2 potentiator – positively modulates the human D2 dopamine receptor allosterically; P14416; HEK293 T-REx D2, calcium flux, EC20 dopamine potentiation; potentiation, % at 10 µM; 340,000 compounds, 0.34% hits; AID 485347;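 active = potentiation over 3 SD above the plate norm, cut at about 30% in these data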; also: 0% is about no effect
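Tetracycline-induced Hek293 Trex D2 cells, force-coupled to calcium, loaded with no-wash calcium dye. Compound added with 180 s kinetic read for agonism, then EC20 dopamine and a further 180 s read for potentiation.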
D1 potentiator – human D1 dopamine receptor positive modulation | HEK293 TREx D1 cells, calcium flux, dopamine EC20 potentiation | potentiation, % at 10 µM | 360,000 compounds, 0.036% hits | P21728; in the data active = potentiation above about 30%; also: 0% is about no effect
D2 ag – agonists of human D2 dopamine receptor; HEK293 T-REx D2 cells, calcium flux agonist mode; AID 485358; activation, % at 2 µM; P14416; 340,000 compounds, 0.53% hits;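 active = activation over 3 SD above normal in the single-dose calcium agonist read, cut at about 30% in these data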; also: 0% is about no effect
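Agonism scored from kinetic calcium signal (1 read/sec, 180 s) following compound pin transfer, after a 10 s baseline. Cells: HEK293 Trex line expressing inducible D2 receptor coupled to calcium, dye-loaded after overnight culture at 30 C.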
The depositor's hits bear a star; x = not tested or not shown. Rule as the data show it, unless noted: active = activation above about 30%; inactive = the rest. Outcome played no part in choosing rows; any-hit rate near 7.3%.

SMILES	RXFP1 antagonist	TRHR PAM	D2 antag	D1 agonist	TRHR ag	D1 antag	D2 potentiator	D1 potentiator	D2 ag
Cc1c(C(=O)N/N=C/c2ccc(O)c(Br)c2)sc(N)c1C#N	x	2	x	5	2.9	2	x	-11	x
O=C(COc1ccc(S(=O)(=O)N2CCOCC2)cc1)N1CCc2ccccc2C1	9	9	-6	4	-0.1	-6	12	-3	-0.6
COc1ccccc1NC(=O)CC(=O)CSc1nnc(-c2ccc(C)cc2)n1C	-15	-1	-4	1	-0.5	2	-5	0	-0.3
O=C(O)c1cccc(N(CCO)CCO)c1	14	14	1	4	0.5	-2	1	-5	-0.3
COCCCN1C(=O)/C(=C/c2ccc(CNS(=O)(=O)c3ccccc3)o2)C(C(=O)OC)=C1C	-6	0	4	1	-0.1	9	11	3	0.8
CS(=O)(=O)N(CC(=O)Nc1ccccc1F)C1CCCCC1	-3	4	x	0	0.1	2	-4	-8	x
COc1ccccc1C(=O)N1C(CC(=O)Nc2ccc(C)c(C)c2)C(=O)NC2CCCCC21 (configuration not stated)	4	-8	6	2	0.4	2	-4	-11	0.2
Cc1cc(O)c(-c2cc(C(=O)Nc3sc4c(c3C(=O)NCc3ccco3)CCC4)[nH]n2)cc1C	-6	5	11	3	0.4	16	2	-3	0.7
O=C(Cn1ccccc1=O)c1cccs1	-9	-3	-2	2	0.3	3	3	-7	0.9
COc1ccc(OC)c(NC(=O)c2sc3nc(Cc4ccccc4)cc(C(F)(F)F)c3c2N)c1	8	-5	11	3	1.2	0	2	-8	0.3
Cc1cccc(OC(C)C(=O)Nc2nc(-c3ccncc3)cs2)c1 (configuration not stated)	5	1	-6	12	-0.1	-28	10	2	0.5
CC(O)[C@H]1CNC(=O)C(=O)N1CCC12CC3CC(CC(C3)C1)C2 (some centres not stated)	x	8	17	1	0.5	5	0	-1	0.3
CN1CCN(C(=S)NC(=O)/C=C/c2ccccc2)CC1	-10	1	-1	-2	-0.7	8	14	-1	-0.6
CCCN(C(=O)Cn1c(=O)oc2cc(Cl)ccc21)c1ccc(C(C)C)cc1	-34	-4	x	5	0.2	-7	2	1	x
COc1cc(CN(C(=O)c2ccc(C)cc2)C2CCS(=O)(=O)C2)cc(OC)c1OC (configuration not stated)	0	1	x	0	-0.4	-30*	-1	-2	0.0
Cc1cccc(NC(=O)CN2C(=O)COc3ccc(Cl)cc32)c1C	-9	-1	23	2	0.3	-5	-5	3	-0.5
Cc1ccc(S(=O)(=O)n2nc(OC(=O)C(C)(C)C)cc2N)cc1	0	6	-15	5	-1.3	1	-2	-2	-1.1
Cc1ccc(S(=O)(=O)NCCNC(=O)N2CCOCC2)cc1	0	1	-17	0	-0.1	0	7	2	-2.0
CCOc1ccc(/C=C/c2nc(C#N)c(NCc3ccc(OC)cc3)o2)cc1	3	2	x	10	-0.2	6	13	0	x
Cc1c(Cl)cccc1NC(=O)c1ccc2c(c1)CCN2S(=O)(=O)c1ccccc1	-5	2	x	7	1.8	6	4	0	x
O=C(Nc1ccncc1)Nc1ccc(F)cc1F	-12	5	4	8	-2.3	-5	11	-3	-0.4
Cc1ccccc1N=C1Nc2ccccc2CS1	-7	-1	9	0	-0.1	-18	-2	1	-2.1
COc1cc2c(cc1OC)C(Nc1ccc(S(N)(=O)=O)cc1)=NC(C)(C)C2	-2	0	-12	-1	0.7	-13	22	-4	3.6
Cc1cc(Cl)ccc1Oc1nc(-c2ccc(F)cc2)ccc1C#N	15	1	-4	12	0.2	47	-8	8	-0.5
COc1ccc(C)cc1NC(=O)CNCc1cccs1	-6	2	25	1	0.2	-10	3	2	1.2

Other compounds
SMILES	RXFP1 antagonist	TRHR PAM	D2 antag	D1 agonist	TRHR ag	D1 antag	D2 potentiator	D1 potentiator	D2 ag
CCOC(=O)Cc1csc(NC(=O)c2cccs2)n1	-15	-1	4	11	0.1	-17	12	-4	-1.0
Cc1ccccc1C(=O)Nc1c(C(=O)N(CCN(C)C)Cc2ccco2)oc2ccccc12	-1	-3	8	10	1.3	-11	-13	-5	0.2
COc1cc(CC2COC(c3ccc(O)c(OC)c3)C2COC(C)=O)ccc1O (configuration not stated)	x	-6	45*	1	-0.3	-11	17	-9	0.5
O=C(NCc1nc(-c2ccc(C(F)(F)F)cc2)no1)Nc1cc(Cl)cc(Cl)c1	x	-6	2	16	1.3	-5	-4	-2	2.1
Cc1ccc(S(=O)(=O)/N=C2\SC(CC(=O)Nc3ccc(F)cc3)C(=O)N2c2ccccc2)cc1 (configuration not stated)	-4	5	-2	5	-0.2	22	8	6	-0.6
Cc1noc(C)c1COC(=O)CCc1ccc(S(=O)(=O)N2CCCCC2)cc1	3	-2	-1	3	-0.4	-18	3	-2	0.6
CCN(CC)CCOC(=O)c1ccc(NC(=O)CNC(=O)c2ccccc2)cc1	-7	-2	-5	7	1.5	-8	x	-4	1.4
Cc1ccc(N=Nc2c(N)nn(-c3ccccc3)c2N)cc1	-24	17	17	0	0.4	-25	-17	-3	-1.8
O=C(c1ccc2nc3ccc(Cl)cc3c(=O)n2c1)N1CCOCC1	-8	-5	-6	5	-1.0	-4	25	0	-1.7
Cc1ccc(Cn2ccc(NC(=O)c3nn(C)cc3[N+](=O)[O-])n2)cc1	-2	-1	7	1	0.2	-10	-7	-8	1.4
Cc1ccc(-n2ncc(C(=O)N3CCN(c4cccc(C)c4)C(C)C3)c2C2CCN(C(=O)OC(C)(C)C)CC2)cc1 (configuration not stated)	-6	8	x	-1	-0.8	-21	8	0	0.0
Cc1ccc(Cn2c(Sc3ncccn3)nc3c2c(=O)[nH]c(=O)n3C)cc1	-5	3	17	7	0.2	5	1	1	0.3
CCCCSc1nc2c(c(=O)n1CC)SC(C)C2 (configuration not stated)	-9	-2	8	3	-0.9	-1	13	-5	0.3
CCOC(=O)/C(=C\c1ccc(OC(F)F)cc1)C1=Nn2c(nnc2-c2ccc(Cl)cc2)SC1	15	7	-4	4	-1.0	-4	15	5	0.3
O=C(NCc1cccnc1)c1ccc2c(c1)N(Cc1ccccc1)CCS2	-11	-3	4	-1	1.1	7	-10	-1	1.1
O=C(COc1ccc2ccccc2c1)Nc1cccnc1Cl	-1	4	-3	4	-0.7	14	-5	-8	-1.3
O=C(Nc1ccc2[nH]c(=O)[nH]c2c1)c1ccc(Br)o1	6	1	3	0	0.1	-11	-7	0	0.6
Cn1cc(C(=O)NCc2ccc(F)cc2)cn1	-15	-2	0	-3	0.2	8	-6	-2	0.4
O=C(NCc1ccco1)C(c1ccccc1)N(Cc1ccccc1)C(=O)Cn1nnc2ccccc21 (configuration not stated)	-2	-8	-1	2	-0.5	6	10	2	-0.6
COc1ccc([C@]23Cc4cc(C#N)ccc4C(O2)c2c(c4ccc(OC)cc4oc2=O)O3)cc1	x	12	x	1	0.1	0	x	-1	x
Cc1ccc(NC(=O)C2CCN(S(C)(=O)=O)CC2)c(C)c1	-9	6	-17	1	1.3	-9	-10	-9	-0.1
CCOC(=O)Cn1nc(NC(=O)c2cc(OC)cc(OC)c2)cc1C	-1	3	6	5	-3.4	1	5	-3	-1.4
COC(=O)CN1C(C)=Nc2ccc(Br)cc2C1c1ccccc1 (configuration not stated)	5	2	-11	6	1.3	1	-23	-1	-0.2
CCC[C@@H]1C[C@@H](C(=O)N[C@H]([C@@H](C)O)[C@H]2O[C@H](SC)[C@H](O)[C@@H](O)C2O)N(C)C1 (some centres not stated)	x	16	3	0	-0.3	-14	8	-3	0.6
COc1ccccc1-n1c(C)cc(SC)c(C(C)=O)c1=S	3	-5	0	1	-0.2	4	-3	-5	-0.5

Reprinted at random: 6 records from the list
SMILES	RXFP1 antagonist	TRHR PAM	D2 antag	D1 agonist	TRHR ag	D1 antag	D2 potentiator	D1 potentiator	D2 ag
COc1cc2c(cc1OC)C(Nc1ccc(S(N)(=O)=O)cc1)=NC(C)(C)C2	-2	0	-12	-1	0.7	-13	22	-4	3.6
CCCCSc1nc2c(c(=O)n1CC)SC(C)C2 (configuration not stated)	-9	-2	8	3	-0.9	-1	13	-5	0.3
CCOC(=O)Cn1nc(NC(=O)c2cc(OC)cc(OC)c2)cc1C	-1	3	6	5	-3.4	1	5	-3	-1.4
COc1ccc(C)cc1NC(=O)CNCc1cccs1	-6	2	25	1	0.2	-10	3	2	1.2
Cc1cccc(NC(=O)CN2C(=O)COc3ccc(Cl)cc32)c1C	-9	-1	23	2	0.3	-5	-5	3	-0.5
CS(=O)(=O)N(CC(=O)Nc1ccccc1F)C1CCCCC1	-3	4	x	0	0.1	2	-4	-8	x

Structures listed above shown as hits in D2 antag:
Compound,RXFP1 antagonist,TRHR PAM,D2 antag,D1 agonist,TRHR ag,D1 antag,D2 potentiator,D1 potentiator
COc1cc(CC2COC(c3ccc(O)c(OC)c3)C2COC(C)=O)ccc1O (configuration not stated),x,-6,45*,1,-0.3,-11,17,-9

The results go on.
SMILES	RXFP1 antagonist	TRHR PAM	D2 antag	D1 agonist	TRHR ag	D1 antag	D2 potentiator	D1 potentiator	D2 ag
O=C(CCCc1ccccc1)Nc1cccc([N+](=O)[O-])c1	-10	-9	-5	14	-0.1	-37*	-10	-11	-0.6
Nn1c(COc2ccccc2)nnc1SC(F)F	-9	4	-1	1	0.2	0	1	1	1.4
Cc1cc(C(=O)NCc2ccccc2)c2c(C)nn(-c3cccc(Cl)c3C)c2n1	5	2	x	2	-1.8	-8	8	1	-0.1
CCOC(=O)C1=C(C)NC(=O)NC1/C(C)=C/c1ccccc1 (configuration not stated)	-14	-5	1	1	-0.6	-1	-3	-4	-0.2
Fc1ccc(-c2noc3ncnc(NCCc4ccc(Cl)cc4)c23)cc1	-6	-17	x	11	2.1	-7	5	-2	1.1
COc1ccccc1Nc1nc(N)nc(-c2oc3ccccc3c2C)n1	-16	-1	-15	2	0.2	23	-2	-6	0.2
Cc1oncc1C(=O)NC(C)C	9	4	9	3	0.1	-8	-7	-3	-0.3
Cc1nc(N)nc(OCC(F)(F)C(F)F)c1Br	-5	-9	-10	0	0.7	10	-8	-6	0.0
CCn1c(Cc2ccccc2)nnc1SCC(=O)Nc1ccccc1N1CCOCC1	-4	-6	16	2	0.0	4	-8	-3	1.5
Cn1ncc(Cl)c1C(=O)N1CCN(c2cccc(Cl)c2)CC1	-14	4	-4	7	-0.3	-2	-2	-4	1.4
Cn1cc([N+](=O)[O-])c(C(=O)NC2CCCC2)n1	2	-2	-9	3	0.0	-14	1	-5	0.2
COC(=O)CSc1nnc(-c2ccc(S(=O)(=O)NCc3cccs3)cc2)o1	10	-5	0	8	0.1	3	-10	-4	-0.4
N/C(=N\OC(=O)COc1cc(Cl)c(Cl)cc1Cl)c1ccccn1	19	2	-12	1	0.7	4	3	4	-0.6
COC(=O)/C(C#N)=C/c1c(Oc2cccc(C)c2C)nc2ccccn2c1=O	-17	3	x	1	0.3	-5	-3	1	x
O=C1CCCCC(=O)c2ccccc2N1	3	-3	2	3	-0.5	3	2	-7	0.7
CCC(=O)N1CCc2cc(S(=O)(=O)NCCC(=O)Nc3ccccc3C)ccc21	18	1	2	2	-0.4	-16	-2	-1	1.0
COc1cc(C2SCCS2)cc(Br)c1Oc1ncccc1[N+](=O)[O-]	-18	-4	x	6	0.2	0	x	-5	x
